From PubChem
Yeast tox: yeast growth toxicity, wild-type and mutant, primary screen, cytotoxicity control for eIF2B function restoration project, wild-type and eIF2Bepsilon R284H mutant, A595; growth inhibition, % at 25 µM (by protocol); S. cerevisiae wild-type growth, A595 turbidity, 16 h; AID 685, 2007; 0.3% of 30,000 active;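 active = mutant and wild-type yeast strains alike exhibit over 30% growth inhibition; inconclusive = a strain exceeds 50% while the second remains under 30%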;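 note: 0% = untreated cell controls and 100% = YPD media blanks without cells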
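Test system: Wild-type and eIF2Bepsilon-R284H mutant S. cerevisiae, screened separately | Dosing: Single 25 µM compound dose in 0.2% DMSO | Schedule: 16 h compound exposure during growth at 30 °C | Detection: A595 turbidity | Evaluation: Growth inhibition (%) versus cell controls and blanks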
Yeast eIF2B: GCN4-lacZ reporter reduction in eIF2B-epsilon mutant yeast, primary screen, S. cerevisiae, eIF2B-epsilon R284H, Beta-Glo luminescence | inhibition, % at 25 µM (by protocol) | 0.91% of 27,000 active;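 active = mutant luminescence inhibited past about 50% while wild type luminescence and mutant growth stay under set limits, limit read from the data; inconclusive = mutant versus wild type luminescence inhibition gap past a set limit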; note: some compounds called inactive have numbers as strong as hits
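Assay system: yeast eIF2B-epsilon R284H mutant carrying GCN4–beta-galactosidase fusion / Buffer or medium: YPD / Incubation: 16 h growth with compound at 30 °C, 90 min Beta-Glo step / Detection: Beta-Glo luminescence after Z-buffer lysis, growth by 595 nm absorbance / Read-out: % inhibition of reporter signal and growth versus controls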
Yeast tox inhibition %: recorded beside Yeast tox, whose call it bears; growth inhibition, %; S. cerevisiae eIF2Bepsilon-R284H mutant growth, A595 turbidity, 16 h;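 each compound tested once at 25 µM; 0% equals untreated cells and 100% equals cell-free medium blanks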
Yeast eIF2B mutant toxicity: recorded beside Yeast eIF2B, whose call it bears; growth inhibition, %; measured here: mutant yeast growth, toxicity;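 each compound tested once at 25 µM; zero equals untreated control growth and 100 equals blank medium absorbance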
Numbers without * were called inactive; u = inconclusive; x = not tested or not shown. These rows are one share of the data. The share of hits here may be higher or lower than overall.

SMILES	Yeast tox	Yeast tox inhibition %	Yeast eIF2B	Yeast eIF2B mutant toxicity
O=c1nc(/C=C/c2ccc(-c3ccc(F)cc3)o2)cc(C(F)(F)F)[nH]1	19	10	0	10
CCOC(=O)c1sc(NC(NC(=O)c2ccco2)(C(=O)OC)C(F)(F)F)nc1C (stereo unspecified)	2	15	23	15
Cn1ccnc1SCc1cc(=O)[nH]c2ccccc12	-2	-18	-11	-18
CCn1c(SCC(=O)c2ccccc2)nnc1-c1cccs1	32	26	x	x
Cc1n[nH]c(C)c1CCCOc1ccccc1	22	8	x	x
Cc1ccc(SCc2[nH]nc3c2C2(C(=O)Nc4ccc(F)cc42)C(C#N)=C(N)O3)cc1 (stereo unspecified)	6	2	x	x
COCCCn1c(SCC(=O)Nc2ccc(C(C)=O)cc2)nc2ccccc2c1=O	8	-4	8	-4
COCC(=O)NC(C)c1nc2ccccc2[nH]1 (stereo unspecified)	6	0	22	x
CCn1c(SCC(=O)NCC2CCCO2)nnc1-c1ccccc1 (stereo unspecified)	11	15	x	x
Cc1nc2ccc(S(=O)(=O)NCC(=O)N3CCc4ccccc4C3)cc2s1	4	-4	15	-4
CCCNC(=O)N[C@@H](CCSC)C(=O)OC	8	-11	1	-11
COc1cc(OC)cc(C(=O)N2CCCc3ccccc32)c1	2	0	19	x

Part of the list above, field by field:
Cc1n[nH]c(C)c1CCCOc1ccccc1
- Yeast tox: 22
- Yeast tox inhibition %: 8
- Yeast eIF2B: x
- Yeast eIF2B mutant toxicity: x

O=c1nc(/C=C/c2ccc(-c3ccc(F)cc3)o2)cc(C(F)(F)F)[nH]1
- Yeast tox: 19
- Yeast tox inhibition %: 10
- Yeast eIF2B: 0
- Yeast eIF2B mutant toxicity: 10

COCCCn1c(SCC(=O)Nc2ccc(C(C)=O)cc2)nc2ccccc2c1=O
- Yeast tox: 8
- Yeast tox inhibition %: -4
- Yeast eIF2B: 8
- Yeast eIF2B mutant toxicity: -4

Of the compounds above, two have two or more sulfur atoms:
SMILES	Yeast tox	Yeast tox inhibition %	Yeast eIF2B	Yeast eIF2B mutant toxicity
CCn1c(SCC(=O)c2ccccc2)nnc1-c1cccs1	32	26	x	x
Cc1nc2ccc(S(=O)(=O)NCC(=O)N3CCc4ccccc4C3)cc2s1	4	-4	15	-4

Other records:
SMILES	Yeast tox	Yeast tox inhibition %	Yeast eIF2B	Yeast eIF2B mutant toxicity
CCCC(=O)Nc1nc(-c2ccc(OC)cc2)cs1	18	23	3	23
O=C(CSc1ccc(Cl)cc1)NCC1CCCO1 (stereo unspecified)	-8	16	2	16
CN1CCN(C(=O)c2cc3nc(-c4ccccc4)cc(C(F)(F)F)n3n2)CC1	u	x	-10	19
OC(CN1CCN(c2ccccc2)CC1)Cn1c2ccccc2c2ccccc21 (stereo unspecified)	21	8	13	8
O=C1CCCN1c1ccc(S(=O)(=O)N2CCN(c3ccccn3)CC2)cc1	19	-19	26	-19
CCOP(=O)(OCC)c1nc(/C=C/c2ccccc2)oc1NCc1ccccc1	6	-5	14	-5
COc1ccc(S(=O)(=O)N(C)CC(=O)N2CCN(Cc3ccccc3)CC2)cc1C	21	8	13	8
Cc1ccccc1CN1CCN(S(=O)(=O)c2ccc(F)cc2)CC1	5	-5	6	-5
Cc1nn(CCC(=O)NNC(=S)Nc2ccc(Cl)cc2)c(C)c1[N+](=O)[O-]	-5	-5	15	-5
Cc1ccc(-c2noc(CCC(=O)Nc3ccc(C)cn3)n2)cc1	-3	9	4	9
COc1ccccc1/C=C/C1(C(=O)NC2CCCC2)CC(=O)N1c1ccc(C)cc1 (stereo unspecified)	6	15	-20	15
CNCCCc1[nH]nc(N)c1C#N	10	-5	20	-5

Ordered by heavy-atom count (highest first): 3 of the compounds above
SMILES	Yeast tox	Yeast tox inhibition %	Yeast eIF2B	Yeast eIF2B mutant toxicity
COc1ccccc1/C=C/C1(C(=O)NC2CCCC2)CC(=O)N1c1ccc(C)cc1 (stereo unspecified)	6	15	-20	15
CCOP(=O)(OCC)c1nc(/C=C/c2ccccc2)oc1NCc1ccccc1	6	-5	14	-5
CNCCCc1[nH]nc(N)c1C#N	10	-5	20	-5

Going on with the list:
SMILES	Yeast tox	Yeast tox inhibition %	Yeast eIF2B	Yeast eIF2B mutant toxicity
CCCOc1ccc(CC(=O)NCc2ccco2)cc1OC	5	-9	3	-9
Cc1cc(C)c2cc(C(c3nnnn3C3CCCC3)N3CCOCC3)c(=O)[nH]c2c1 (stereo unspecified)	-3	0	14	x
O=C(CCn1[nH]c(=O)c2ccccc2c1=O)OC1CCCCC1	1	-18	x	x
CCNc1nc(N)nc(Oc2ccc(C(=O)OC)cc2)n1	12	-3	x	x
CS(=O)(=O)N(CC(=O)NCc1ccco1)Cc1ccc(Cl)cc1	15	-6	x	x
CCc1nnc(NC(=O)CCC(=O)N2CCN(Cc3ccccc3)CC2)s1	17	-11	25	-11
Cc1cc(C)c(NC(=O)CN2C(=O)NC3(CCCCC3)C2=O)c(Cl)c1	-11	3	27	3
CCCCC(=O)Nc1cccc(NC(=O)C(C)C)c1	-5	10	7	10
Cc1ccc(CNC(=O)CCNS(=O)(=O)c2cccs2)cc1	9	3	20	3
O=C(CNS(=O)(=O)c1ccc(Br)s1)N1CCN(c2ncccn2)CC1	9	-7	-21	-7
Cn1c(/C=C/c2ccc([N+](=O)[O-])o2)nc2ccccc2c1=O	u	x	50	59
COc1ccc2c(c1)[nH]c1c(=O)n(Cc3ccccn3)cnc12	-21	-2	x	x
CCc1c(C)c(C#N)c2nc3ccccc3n2c1Nc1c(C)n(C)n(-c2ccccc2)c1=O	1	18	10	18
Nc1nnc(CCOc2ccc(Cl)cc2)s1	30	4	22	4
N#Cc1c(NC(=O)c2ccc(Cn3cc(Br)cn3)o2)sc2c1CCCCCC2	-12	-3	18	-3
COCCN(CC(=O)Nc1cccc(C)c1)S(=O)(=O)c1ccc(S(=O)(=O)N2CCCC2)cc1	-62	-23	18	-23
O=C(Oc1ccc(-c2ccccc2)cc1)N1CCCCC1	-51	-43	16	-43
Cc1noc(C)c1S(=O)(=O)N(C)CC(=O)NCc1ccccc1	14	7	19	7
COc1ccc(C(=O)Nc2nnc(-c3ccco3)s2)cc1	8	-2	1	-2
Cc1cc(C)c(S(=O)(=O)N2CCN(c3nc4c(c(=O)n(C)c(=O)n4C)n3C)CC2)c(C)c1	-12	13	-24	13
O=C(NC1CCCC1)C(c1ccc(O)cc1)N(CC1CCCO1)C(=O)C1COc2ccccc2O1 (stereo unspecified)	-15	-18	21	-18
COc1ccc(/C(O)=C2/C(=O)C(=O)N(CCN(C)C)C2c2ccccc2)cc1Cl (stereo unspecified)	18	11	9	11
COC(=O)Cc1c(C)nc2nc(NCc3c(F)cccc3Cl)[nH]n2c1=O	7	0	15	x
COC(=O)c1ccccc1NC(=O)CN1CCC(C(=O)c2ccc3c(c2)OCCO3)CC1	-23	12	-6	12
Cc1cc2c(c(Sc3ccccc3)n1)C(=O)OC2	13	16	38	16
CSc1ccccc1C(=O)Nc1ncc(C)s1	18	9	x	x
CCOc1ccc(C2=Nn3cnnc3SC2)cc1	x	x	18	x
CCOC(=O)c1ccccc1NC(=O)c1nc2nccc(C)n2n1	-1	9	x	x
O=C(CSc1nnnn1-c1ccccc1)Nc1ncc2c(n1)CC(c1ccccc1)CC2=O (stereo unspecified)	-12	11	13	11
Cc1ccc(C(C)C)c(OCc2nnc(SCC(=O)Nc3nccs3)n2C)c1	-22	13	39	13
CCn1c2c(c3cc(C(=O)O)ccc31)CCCC2=O	6	9	x	x
CC(C)CCNC(=O)NC(=O)Cn1cc(C(F)(F)F)ccc1=O	9	5	16	5
CS(=O)(=O)Nc1ccccc1C(=O)Nc1cc(Cl)cc(Cl)c1	13	0	10	x
O=C1CC(c2ccco2)Cc2nc(N3CCc4ccccc4C3)ncc21 (stereo unspecified)	-13	-17	35	-17
CC(C)NS(=O)(=O)c1ccc(OCC(=O)N(C)Cc2ccccc2)cc1	14	10	15	10
Cc1csc(SCc2ccccc2C(=O)O)n1	2	-14	19	-14
COCC(C)n1c(-c2ccc3c(c2)NC(=O)CO3)csc1=Nc1ccc(OC(F)F)cc1 (stereo unspecified)	-2	2	x	x
CC(=O)OCC(=O)NCc1ccc2c(c1)OCO2	-3	-7	12	-7
CCOCCCNC(=O)C(NC(=O)CC1NC(=O)NC1=O)c1ccc(Cl)cc1 (stereo unspecified)	-6	-4	12	-4
CCOC(=O)N1CCN(c2nnnn2-c2ccccc2)CC1	7	0	5	x
CCOc1ccccc1CNC(=O)c1cc2oc3ccccc3c2n1CC	11	16	15	16
O=C1CCC([N+](=O)[O-])C(c2ccc(Cl)cc2)N1 (stereo unspecified)	2	10	5	10
CS(=O)(=O)N1CCCC(C(=O)NCCN2CCC(Cc3ccccc3)CC2)C1 (stereo unspecified)	0	11	27	11
CCOC(=O)C(NC(=O)Cc1ccccc1)(Nc1cc(C)on1)C(F)(F)F (stereo unspecified)	2	0	-7	x
COc1ccc(N2C(=S)N(C(=O)c3ccccc3)C(=Nc3ccccc3)C2=Nc2ccccc2)cc1	-18	-25	13	-25
COc1ccc2c(c1OC)C(=O)N(c1ccc3c(c1)CCC3)C2=O	-25	-14	x	x
CCC1(C)Cc2c(sc3[nH]c(=S)n(Cc4ccccc4)c(=O)c23)CO1 (stereo unspecified)	17	16	14	16
COC(=O)Cc1[nH]nc2c1C1(C(=O)N(Cc3ccc(Cl)cc3)c3ccccc31)C(C#N)=C(N)O2 (stereo unspecified)	-3	-15	38	-15

Among those listed so far, ten contain an aryl methoxy group:
SMILES	Yeast tox	Yeast tox inhibition %	Yeast eIF2B	Yeast eIF2B mutant toxicity
COc1cc(OC)cc(C(=O)N2CCCc3ccccc32)c1	2	0	19	x
CCCC(=O)Nc1nc(-c2ccc(OC)cc2)cs1	18	23	3	23
COc1ccc(S(=O)(=O)N(C)CC(=O)N2CCN(Cc3ccccc3)CC2)cc1C	21	8	13	8
COc1ccccc1/C=C/C1(C(=O)NC2CCCC2)CC(=O)N1c1ccc(C)cc1 (stereo unspecified)	6	15	-20	15
CCCOc1ccc(CC(=O)NCc2ccco2)cc1OC	5	-9	3	-9
COc1ccc2c(c1)[nH]c1c(=O)n(Cc3ccccn3)cnc12	-21	-2	x	x
COc1ccc(C(=O)Nc2nnc(-c3ccco3)s2)cc1	8	-2	1	-2
COc1ccc(/C(O)=C2/C(=O)C(=O)N(CCN(C)C)C2c2ccccc2)cc1Cl (stereo unspecified)	18	11	9	11
COc1ccc(N2C(=S)N(C(=O)c3ccccc3)C(=Nc3ccccc3)C2=Nc2ccccc2)cc1	-18	-25	13	-25
COc1ccc2c(c1OC)C(=O)N(c1ccc3c(c1)CCC3)C2=O	-25	-14	x	x

(listing goes on)
SMILES	Yeast tox	Yeast tox inhibition %	Yeast eIF2B	Yeast eIF2B mutant toxicity
Cc1ccc(CC(NC(=O)c2ccccc2)C(=O)N2CCCC2C(=O)O)cc1 (stereo unspecified)	1	0	-3	x
CC(C)Nc1nc(NC(C)C)nc(N(C)C(N)=O)n1	5	7	-5	7
COc1ccc(C2OC(=O)CC2C(=O)NC(C)C)cc1 (stereo unspecified)	18	12	18	12
Cc1ccc(N(CC(=O)Nc2ccccc2C(=O)N2CCOCC2)S(C)(=O)=O)cc1	8	16	-41	16
CCCc1n[nH]c2c1C(=O)CC(C)(C)C2	-3	-5	26	-5
O=C(Nc1nc(COc2ccccc2)cs1)C1CCC1	9	-25	0	-25
CCc1c(C(=O)NC2CCCC2)csc1C	17	-13	-18	-13
C=CCOc1ccc(Br)cc1/C=N/O	22	21	16	21
COCC(C)NC(=O)C1CC(c2cccc(Br)c2)=NO1 (stereo unspecified)	15	3	21	3
COc1ccc(C(CC(=O)O)NC(C)=O)cc1OC (stereo unspecified)	-3	26	31	26
O=C(CC1CCCCC1)NCc1ccccn1	x	x	-34	x
